Abeta rescue = restores growth of yeast expressing A-beta42 peptide; Potency, µM (doses to about 46.1 µM), inactives show at the highest dose growth rescue, hits mostly activators; actives 0.063% (n = 410,000); yeast expressing A-beta42, growth rescue, OD600, 48 h; response scale: 0% DMSO, 100% iron-clioquinol control; also: nearly all actives have a fitted effect of over 55% in size
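Growth rescue measured by 600 nm absorbance after 48 h yeast culture at 30 C with compound. Values normalized between DMSO and an equimolar ferric chloride plus clioquinol control.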
FUS suppressor = FUS proteinopathy suppression in yeast; S. cerevisiae FUS-expressing, growth rescue, OD600, 24 h; Potency, µM (top dose mostly 76.6 µM), for inactives: at the highest dose growth rescue (activation), actives largely listed as activators; actives 0.24% (n = 390,000);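 also: plate controls were DMSO vehicle for no effect and reference control for full effect; nearly all actives have a fitted effect of over 55% in size; some results filed as inactive show a strong effect at the top dose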
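Absorbance at 600 nm, taken 24hr after compound addition, measured rescue of FUS-yeast growth at 30C. Induction used 2% galactose with seeding at OD 0.005. Controls: CP55940 from 92uM final, DMSO only.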
* hit, by the source's call; ? = inconclusive. Calls follow the shape of the dose curve; as a rule, active = well fitted activation curve with a large enough effect; inconclusive = small, poorly fitted or top-dose-only effect; inactive = no such curve, though single readings can be large or run the other way. Potency is read from the fitted curve at half-maximal effect.

(1) CC(Oc1ccc(Br)cc1)C(=O)N(Cc1nc(-c2ccccc2)no1)C(C)C (centres undefined)
(2) Cc1ccc(-c2nc(CCNC(=O)C(=O)Nc3c(C)cccc3C)cs2)cc1
(3) Cc1c(C(=O)Nc2ccc(F)cc2F)oc2ccc3c(c12)C(=O)CC(C)(C)O3
(4) COc1cccc(C(=O)Nc2cccc(OCc3cc(=O)n4cccc(C)c4n3)c2)c1
(5) COc1ccc(CCn2c3c(c(=O)[nH]c2=O)C(NC(=O)c2ccccc2OC)(C(F)(F)F)C(=O)N3)cc1OC (centres undefined)
(6) COc1ccc(C2Sc3ccccc3NC3=C2C(=O)c2ccccc23)c(OC)c1OC (centres undefined)

assay / entry,1,2,3,4,5,6
Abeta rescue,-6%,10%,0%,-16%,-9%,3%
FUS suppressor,36%,18%,-8%,2%,15%,-7%

(7) CCc1ccc(CNC(=O)CSc2cc(=O)n(C)c3ccc(Cl)cc23)cc1
(8) COc1ccc(NC(=O)c2sc3nc(C)c(C(=O)Nc4ccc(C)cc4C)c(-c4ccccc4Cl)c3c2N)cc1
(9) Cc1ccnc(NS(=O)(=O)c2ccc(NC(=O)C(C)(C)Oc3ccc(Cl)cc3)cc2)n1
(10) O=C(Nc1nc2n(n1)C(c1ccc(F)cc1)C=C(c1ccccc1)N2)c1ccco1 (centres undefined)
(11) Cc1cc(C)cc(NC(=O)CCCc2nc(-c3ccccc3Cl)no2)c1
(12) COc1ccc(CNC(=O)Cc2c(C)c3c(cc(C)c4c(C)coc43)oc2=O)cc1

assay / entry,7,8,9,10,11,12
Abeta rescue,-1%,12%,1%,-1%,3%,-38%
FUS suppressor,-6%,5%,7%,11%,-13%,-22%

(13) CCN(C(=O)c1cc2c(=O)oc3ccc(C)cc3c2s1)c1ccccc1F
(14) CC(C)c1ccc(N2C(=O)N(Cc3cccc([N+](=O)[O-])c3)c3ccccc3S2(=O)=O)cc1
(15) COc1ccc(CCNC(=O)c2cc3c(s2)-c2ccccc2OC3)cc1OC
(16) CC(=O)Nc1nonc1-c1nnc(SCC(=O)Nc2cc(C)cc(C)c2)n1C
(17) COc1ccc(NC(=O)c2c(NCc3ccc(C)o3)sc3c2CCC(C)C3)cc1 (centres undefined)
(18) CCOc1ccc(C(=O)c2oc3ccccc3c2NC(=O)c2cc(-c3ccccc3)on2)cc1

assay / entry,13,14,15,16,17,18
Abeta rescue,-2%,2%,-3%,3%,27%,-5%
FUS suppressor,-12%,25%,15%,0%,?,0%

(19) O=C(NCc1ccccc1)C(=O)Nc1c2c(nn1-c1ccc(F)cc1)CSC2
(20) Cc1ccc(Cn2c(=O)c3cccnc3n(CC(=O)Nc3cc(Cl)ccc3C)c2=O)cc1
(21) COC(=O)Cc1c(C)c2ccc3c(c2oc1=O)CN(Cc1ccc(C)cc1)CO3
(22) COc1ccc(NC(=O)C2CCCN(S(=O)(=O)c3ccc4c(c3)CCCC(=O)N4)C2)c(OC)c1 (centres undefined)
(23) COc1cccc(C(=O)Nc2ccccc2-c2nnc(-c3cc(OC)ccc3Br)o2)c1
(24) O=c1c(NCc2ccccc2Cl)nccn1-c1ccccc1

assay / entry,19,20,21,22,23,24
Abeta rescue,5%,-13%,-19%,-6%,-22%,-5%
FUS suppressor,42%,5%,0%,16%,-17%,13%

In another format: entries from further up.
21) COC(=O)Cc1c(C)c2ccc3c(c2oc1=O)CN(Cc1ccc(C)cc1)CO3
  Abeta rescue = -19% | FUS suppressor = 0%
22) COc1ccc(NC(=O)C2CCCN(S(=O)(=O)c3ccc4c(c3)CCCC(=O)N4)C2)c(OC)c1 (centres undefined)
  Abeta rescue = -6% | FUS suppressor = 16%
23) COc1cccc(C(=O)Nc2ccccc2-c2nnc(-c3cc(OC)ccc3Br)o2)c1
  Abeta rescue = -22% | FUS suppressor = -17%

(listing goes on)
(25) CCOc1cc(C(=O)N2CCC(c3ccncc3)CC2)cc(OCC)c1OCC
(26) CCc1ccc(CN2CCc3nc(N4CCN(CC)CC4)ncc3C2)cc1
(27) Oc1c(C(c2ccccc2F)N2CCOCC2)sc2nc(-c3ccco3)nn12 (centres undefined)
(28) O=C(Nc1cccc(-c2nc3cccnc3s2)c1)c1cccc(Br)c1
(29) Cc1cc2oc(C(=O)Nc3ccc(S(=O)(=O)N(C)Cc4ccccc4)cc3)cc(=O)c2cc1C
(30) CCc1ccc(NC(=O)c2ccc3c(c2)c(C)c(C)n3Cc2ccccc2)cc1

assay / entry,25,26,27,28,29,30
Abeta rescue,-15%,4%,11%,4%,9%,-12%
FUS suppressor,10%,-12%,-10%,-4%,-15%,15%

(31) CCOc1ccc(S(=O)(=O)N(CC(=O)NCCSc2ccc(C)cc2)c2ccccc2)cc1
(32) CCCN(CCC)C(=O)Cn1c(=O)n(CCCCCC(=O)NCc2ccccc2Cl)c(=O)c2sccc21
(33) CCc1nnc2c(Nc3ccc(N(CC)CC)cc3C)nc3ccccc3n12
(34) COc1ccc(-c2nnc(SCC(=O)Oc3c(C)cccc3C)o2)cc1OC
(35) CCOc1ccccc1CNC(=O)Cc1ccc(NC(=O)N2CCCCc3ccccc32)cc1
(36) Cc1ccc2onc(CC(=O)N3CCN(c4cc(Cl)ccc4C)CC3)c2c1

assay / entry,31,32,33,34,35,36
Abeta rescue,-11%,-13%,-2%,-2%,-9%,26%
FUS suppressor,-11%,-7%,1%,-14%,?,43%

Compounds above that contain bromine:
(1) CC(Oc1ccc(Br)cc1)C(=O)N(Cc1nc(-c2ccccc2)no1)C(C)C (centres undefined)
(23) COc1cccc(C(=O)Nc2ccccc2-c2nnc(-c3cc(OC)ccc3Br)o2)c1
(28) O=C(Nc1cccc(-c2nc3cccnc3s2)c1)c1cccc(Br)c1

assay / entry,1,23,28
Abeta rescue,-6%,-22%,4%
FUS suppressor,36%,-17%,-4%

Remaining list, next part
(37) O=C(CSc1nnc(-c2ccccc2F)o1)N1CCc2ccccc21
(38) O=C(CN1CCCN(Cc2ccc(F)cc2)S1(=O)=O)Nc1ccc2c(c1)OCCO2
(39) Cc1ccc2c(c1)C(Cc1ccccc1F)C(=O)N2 (centres undefined)
(40) CCc1cccc(NS(=O)(=O)c2ccc3c(c2)n(C)c(=O)c(=O)n3C)c1
(41) CCOc1ccc(-c2cc(-c3nc(-c4cc(OC)c(OC)c(OC)c4)no3)[nH]n2)cc1Cl
(42) CC(C(=O)NCc1ccccc1Cl)n1ccc2cc(S(=O)(=O)N3CCCCC3)ccc21 (centres undefined)

assay / entry,37,38,39,40,41,42
Abeta rescue,4%,-7%,?,-7%,-9%,-4%
FUS suppressor,8%,29%,-8%,-7%,-15%,?

(43) CCCOc1ccccc1C(=O)N1CCCCC1CCN1CCOCC1 (centres undefined)
(44) Cc1ccc(C(=O)Nc2ccc3oc(-c4ccncc4)nc3c2)c(Cl)c1
(45) O=C(c1cc2ccccc2oc1=O)N(Cc1cccc(Cl)c1)C1CCS(=O)(=O)C1 (centres undefined)
(46) CCOc1ccc(N(CC)S(=O)(=O)N2CCCC(C(=O)Nc3ccc(NC(C)=O)cc3)C2)cc1 (centres undefined)
(47) Fc1ccc(-c2cc(-c3nc(-c4cccc(Cl)c4)no3)[nH]n2)cc1
(48) Cc1c2cnn(CC(=O)N3CCN(c4ccccc4)CC3)c(=O)c2c(C)n1Cc1ccccc1Cl

assay / entry,43,44,45,46,47,48
Abeta rescue,-2%,-12%,-15%,-3%,-6%,-8%
FUS suppressor,-3%,10%,37%,22%,-35%,1%

(49) Cc1cccc(Cn2cc(C(=O)Nc3cc(F)ccc3F)ccc2=O)c1
(50) Cc1cccc(NC(=O)Cn2c(=O)n(CCCS(=O)(=O)C3CCCCC3)c(=O)c3ccccc32)c1
(51) CCNC(=O)c1ccc(C)c(-n2c(C)nc3cccnc32)c1
(52) Cc1ccc(NC(=O)CSc2nc3c(c(=O)[nH]2)CN(Cc2ccccc2)CC3)cc1Cl
(53) Cc1ccc(N2CCN(C(=O)c3c4c(nc5ccccc35)C(=O)N(C3CCCCC3)C4)CC2)c(C)c1
(54) CCOCCn1c(=NC(=O)c2ccc3c(c2)OCCO3)sc2cc(OCC)ccc21

assay / entry,49,50,51,52,53,54
Abeta rescue,?,-6%,-14%,-18%,-4%,2%
FUS suppressor,?,4%,4%,-8%,4%,-6%

(55) CCCCC1CCC(C(=O)N2CC(=O)Nc3ccc(Cl)cc3C2c2ccc(F)cc2)CC1 (centres undefined)
(56) O=C(Cn1c(=O)c2ccccc2n(CC(=O)Nc2ccccc2F)c1=O)NCCc1ccccc1
(57) Cc1ccc2oc(C(=O)Nc3sc4c(c3C(=O)NCc3ccco3)CCC4)cc(=O)c2c1
(58) CC1CCN(S(=O)(=O)c2ccc3c(c2)c(=O)c(C(=O)NCc2ccc(Cl)cc2)cn3C)CC1
(59) CCOc1ccc(NC(=O)Cn2c3ncccc3c(=O)n2-c2ccc(CC)cc2)cc1
(60) COc1ccc(N2CCN(C(=O)c3ccc(NC(=O)c4nsc5ccccc45)cc3)CC2)cc1

assay / entry,55,56,57,58,59,60
Abeta rescue,?,-4%,-2%,-35%,3%,1%
FUS suppressor,18%,-14%,5%,9%,-2%,?

(61) CCOC(=O)c1ccc(CN(Cc2ccc(F)cc2)S(=O)(=O)c2ccc(F)c(C(=O)Nc3ccc(Cl)cc3F)c2)cc1
(62) CCN(CC)CCOC(=O)c1ccc(NC(=O)Cn2ncc3c2-c2cc(C)ccc2OC3)cc1
(63) CCS(=O)(=O)c1ncc(N(Cc2ccccc2)Cc2ccco2)c(C(=O)Nc2ccc(C)c(C)c2)n1
(64) Cc1ccc(-n2ncc(C(=O)Nc3ccc4c(c3)OCCO4)c2C2CCN(C(=O)OC(C)(C)C)CC2)cc1C
(65) Cc1ccc(-c2onc(C)c2C)cc1S(=O)(=O)Nc1ccc(Cl)cn1
(66) COc1ccc(OC)c2sc(N3CCN(C(=O)c4ccco4)CC3)nc12

assay / entry,61,62,63,64,65,66
Abeta rescue,17%,3%,-3%,-12%,-23%,-7%
FUS suppressor,27%,19%,30%,11%,7%,10%

(67) CC(Oc1ccccc1F)C(=O)NCC1(N2CCOCC2)CCCCC1 (centres undefined)
(68) Cc1ccc(C(C)C)c(OCCSc2nc(-c3cccs3)nc3cc(=O)[nH]n23)c1
(69) Cc1c(C(=O)Nc2ccc(Br)cc2F)oc2ccc(S(=O)(=O)N3CCCCC3)cc12
(70) CCc1cccc(C)c1NC(=O)c1cc(S(=O)(=O)NCc2ccccc2Cl)ccc1F
(71) Cc1c(C)n(Cc2ccccc2)c2ccc(C(=O)NC(C)c3ccccc3)cc12 (centres undefined)
(72) Cc1ccc(Cl)cc1N1CCN(C(=O)c2cn(C)c3ccc(S(=O)(=O)N4CCC(C)CC4)cc3c2=O)CC1

assay / entry,67,68,69,70,71,72
Abeta rescue,-20%,-21%,-14%,-13%,3%,-1%
FUS suppressor,9%,-22%,-23%,5%,?,25%

(73) COc1ccc(-c2[nH]nc3nc(-c4cc(Br)ccc4OC)cc(C(=O)O)c23)cc1
(74) CCn1cc2nc(SCC(=O)Nc3ccc(OC)c(OC)c3)n(Cc3ccc(Cl)cc3)c(=O)c2n1
(75) CCN(CC)c1ccc(NS(=O)(=O)c2cc(-c3cc(C)no3)ccc2C)c(C)c1
(76) COc1ccc(CCNC(=O)Cn2c(=O)c3sccc3n(CC(=O)Nc3cccc(C(F)(F)F)c3)c2=O)cc1OC
(77) Cc1ccc(NC(=O)CCc2nnc3n(C)c(=O)c4sccc4n23)cc1C
(78) Cc1ccc(CNC(=O)c2cc(C)nc3c2c(C)nn3-c2ccc(C)cc2)cc1
(79) CCOc1nc(NC(=O)NS(=O)(=O)Oc2ccccc2)nc(-c2ccccc2)n1

assay / entry,73,74,75,76,77,78,79
Abeta rescue,-18%,-5%,-14%,-11%,-16%,-5%,-3%
FUS suppressor,-10%,13%,34%,-10%,15%,-21%,-24%

Full records as entered above. Values in the order: Abeta rescue | FUS suppressor
`COc1ccc(-c2[nH]nc3nc(-c4cc(Br)ccc4OC)cc(C(=O)O)c23)cc1` across the screens: -18% | -10%
`CCN(CC)c1ccc(NS(=O)(=O)c2cc(-c3cc(C)no3)ccc2C)c(C)c1` across the screens: -14% | 34%
`Cc1ccc(NC(=O)CCc2nnc3n(C)c(=O)c4sccc4n23)cc1C` across the screens: -16% | 15%
`Cc1ccc(CNC(=O)c2cc(C)nc3c2c(C)nn3-c2ccc(C)cc2)cc1` across the screens: -5% | -21%
`CCOc1nc(NC(=O)NS(=O)(=O)Oc2ccccc2)nc(-c2ccccc2)n1` across the screens: -3% | -24%

Source: PubChem (National Center for Advancing Translational Sciences (NCATS))

A portion of the library; rates above refer to the full screens.
